PMI act = increases human mannose-6-phosphate isomerase activity. 190,000 compounds, 0.005% hits. AID 1214. purified human PMI, coupled resazurin fluorescence, 20 min; active compounds read high; 1 = vehicle control, 0 substrate-free wells. P34949. activation factor at 20 µM;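 active = activation factor of 2 or more at 20 µM, relative to plate controls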
L major viab = inhibitors of Leishmania major promastigote growth | inhibition, % at 10 µM | AID 1063 | 200,000 compounds, 9% hits | Leishmania major promastigotes, resazurin fluorescence viability;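 also: promastigotes grown with compound for 44 hours at 28 °C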
S1P3 antagonist = antagonists of human S1P3 receptor; inhibition, % at 4.98 µM; 170,000 compounds, 0.27% hits; CHO S1P3 NFAT-BLA reporter, FRET fluorescence, antagonist mode; AID 485;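 active = inhibition above the plate cutoff, the mean inhibition of test wells on that plate plus 3 SD, cut at about 28% in these data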;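 also: cells challenged with S1P at its EC80 of 0.8 µM; blue over green emission ratio from cleaved BLA substrate after 4 h stimulation; 0% = S1P-stimulated wells and 100% = unstimulated DMSO-only wells; some compounds past the cut are filed as inactive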
DTT redox prof = compounds producing H2O2 with reducing agent – biochemical, NIH compound library profiling, artefact control for MLSCN library redox annotation, primary screen | 200,000 compounds, 0.03% hits | activation, % at 10 µM | AID 878 | DTT-dependent redox cycling H2O2, phenol red/HRP absorbance; 100% = 100 µM peroxide control, 0% = buffer;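 active = activation of at least 50% relative to the plate's high and low controls in the primary single-dose screen; inactive = activation below 50%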;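 also: compound incubated with DTT at 0.8 mM final as the reducing agent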
RAM network inh = yeast RAM network inhibition; 190,000 compounds, 1.8% hits; AID 868; S. cerevisiae dse1pr::URA3 reporter, 5-FOA growth OD615, 2 d; analog-sensitive cbk1-as2 kinase mutant strain; inhibition, % at 50 µM;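 active = inhibition above a set limit, 3 SD over mean compound inhibition, cut at about 8.4% in these data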;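 also: 0% = DMSO-only wells with no growth and 100% = 10 µM 1-NA-PP1 full growth; inhibition rescues growth on 5-FOA so higher OD means more RAM inhibition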
G6PDH CS = counter-screen for G6PDH assay hits: L. mesenteroides G6PDH inhibition; Purified L. mesenteroides G6PDH, diaphorase/resazurin coupled fluorescence, 45 min; inhibition, % at 5 µM; 200,000 compounds, 0.12% hits
TLR4-MyD88 BLA = inhibitors of human TLR4-MyD88 binding. O00206+Q99836. HeLa CL3-4 TLR4/MyD88 BLA complementation, FRET ratio. inhibition, % at 8.4 µM. 200,000 compounds, 0.18% hits; in the data active = inhibition above about 25%;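 also: 0% = vehicle and 100% = reference inhibitor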
Target sequence (O00206 whole entry, looked up): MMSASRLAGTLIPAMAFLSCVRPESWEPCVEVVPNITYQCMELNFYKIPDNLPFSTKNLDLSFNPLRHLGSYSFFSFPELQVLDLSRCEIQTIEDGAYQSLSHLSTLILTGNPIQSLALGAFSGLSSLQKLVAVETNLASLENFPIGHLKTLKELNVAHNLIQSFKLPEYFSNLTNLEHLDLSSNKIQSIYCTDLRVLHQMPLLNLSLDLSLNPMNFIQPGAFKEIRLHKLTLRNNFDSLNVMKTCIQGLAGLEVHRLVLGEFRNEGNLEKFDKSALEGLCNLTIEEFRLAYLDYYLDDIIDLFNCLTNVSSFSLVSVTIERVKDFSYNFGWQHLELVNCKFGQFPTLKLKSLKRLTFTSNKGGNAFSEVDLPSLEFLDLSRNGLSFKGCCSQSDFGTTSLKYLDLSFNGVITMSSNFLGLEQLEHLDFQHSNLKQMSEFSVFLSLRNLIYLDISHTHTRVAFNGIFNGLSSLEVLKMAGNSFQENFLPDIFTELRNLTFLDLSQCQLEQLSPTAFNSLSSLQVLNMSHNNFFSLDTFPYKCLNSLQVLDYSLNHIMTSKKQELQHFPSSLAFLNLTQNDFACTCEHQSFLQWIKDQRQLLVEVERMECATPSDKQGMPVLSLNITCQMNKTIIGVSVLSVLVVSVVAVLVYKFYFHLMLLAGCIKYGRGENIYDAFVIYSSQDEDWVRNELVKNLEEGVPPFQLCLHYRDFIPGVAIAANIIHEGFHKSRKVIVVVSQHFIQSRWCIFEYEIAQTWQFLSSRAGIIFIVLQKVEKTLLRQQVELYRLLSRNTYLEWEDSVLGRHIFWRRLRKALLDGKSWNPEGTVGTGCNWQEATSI
Target sequence (Q99836 whole entry, looked up): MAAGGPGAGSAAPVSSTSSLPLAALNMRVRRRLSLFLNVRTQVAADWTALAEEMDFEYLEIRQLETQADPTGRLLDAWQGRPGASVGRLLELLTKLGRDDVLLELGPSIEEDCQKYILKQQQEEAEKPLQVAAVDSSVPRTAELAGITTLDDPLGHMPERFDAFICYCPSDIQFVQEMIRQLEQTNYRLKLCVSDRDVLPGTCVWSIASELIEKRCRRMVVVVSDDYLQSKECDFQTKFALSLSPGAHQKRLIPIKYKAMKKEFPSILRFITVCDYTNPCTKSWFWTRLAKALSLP
Diaph inh CS = inhibits diaphorase or chemically oxidizes, flagging diaphorase assay artifacts; diaphorase resazurin-to-resorufin fluorescence, NADH, 16 min; bacterial (C. kluyveri) enzyme, not human; AID 1217; inhibition, % at 20 µM; 190,000 compounds, 0.69% hits;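 active = primary screen inhibition at 20 µM above a set limit, cut at about 50% in these data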;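 also: plate controls were DMSO with full reaction for no effect and wells lacking NADH for full effect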
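Assay system: diaphorase enzyme from Clostridium kluyveri. Quantity: enzyme working solution with 0.14 U/mL diaphorase. Schedule: reaction incubation of 16 min at room temperature. Technique: resorufin fluorescence, excitation 544 nm, emission 590 nm. Controls: No-NADH positive control and DMSO neutral control.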
Diaph act CS = diaphorase activation or chemical reduction counter-screen; Diaphorase/resazurin coupled assay, resorufin fluorescence, 16 min; active compounds read high; 1 = vehicle wells, 0 = NADH-free wells; activation factor at 20 µM; AID 1229; 190,000 compounds, 0.005% hits;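 active = diaphorase activity raised at least twofold by the compound at 20 µM; inactive = activation factor below 2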
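Material: Purified diaphorase enzyme from Clostridium kluyveri | Buffer or medium: 50 mM HEPES pH 7.4 with 4.542 mM MgCl2, 0.005% Tween 20 | Times: 16 min enzyme reaction, ambient temperature | Signal: Red resorufin fluorescence at 544/590 nm excitation/emission | Measure: Increased resorufin signal from activators or reducing compounds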
PMI act satM6P = increases human PMI activity with near-saturating mannose 6-phosphate | 190,000 compounds, 0.34% hits | AID 1216 | P34949 | coupled PMI enzyme assay, resazurin fluorescence, 20 min; active compounds read high; 1 = untreated enzyme, 0 = substrate-free blank | activation factor at 20 µM;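 active = activation factor of 2 or more at 20 µM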
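Test system – human PMI in coupled enzyme assay · Timing – 20 min incubation at room temperature · Detection – Diaphorase-driven resazurin-to-resorufin fluorescence, excitation 544, emission 590 nm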
Hsp70 act = Hsp70 transcriptional activation, primary screen; HeLa Hsp70 promoter luciferase reporter, luminescence; scaled: vehicle 0, proteasome-inhibitor control 100%; activation, % at 10 µM; 200,000 compounds, 0.04% hits; AID 1203;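 active = activation above the mean across all tested compounds plus 3 SD, cutoff set per campaign, cut at about 5.5% in these data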;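 also: 100% = MG132 at 30 µM as the positive control and 0% = DMSO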
Starred values were filed as active, the others as inactive; nt = not tested or not shown. Rule as the data show it, unless noted: active = inhibition above about 50%; inactive = the rest.

#1 O=C(CN=C1NS(=O)(=O)c2ccccc21)OCC(=O)c1cc(F)ccc1F
#2 O=C(NCCOc1ccc(F)cc1)c1ccccc1SCc1ccccc1
#3 CCCCNCC#CCOc1cc(C)ccc1C(C)C
#4 CC1=C(C(=O)Nc2ccccc2C)C(c2cccs2)NC(=S)N1 (stereo not drawn)
#5 Cc1[nH]c(=O)cc2ccccc12
#6 CCc1ccccc1NC1=NCC(=O)N1Cc1ccccc1
#7 CCOC(=O)C1CCCN(Cc2nc(Cc3ccccc3Cl)no2)C1 (stereo not drawn)
#8 CCNCc1ccccc1OCc1ccccc1

screen / no.,1,2,3,4,5,6,7,8
PMI act,1.1,0.9,1.1,0.9,0.9,1,0.8,1.1
L major viab,-9,-3,95*,-1,2,7,-1,3
S1P3 antagonist,-2,-10,14,-12,28,-1,14,-8
DTT redox prof,0.1,0.3,0.3,-0.3,-0.7,1.5,-1.1,-0.6
RAM network inh,2.1,9.5*,1.0,4.4,1.8,0.0,-1.4,1.1
G6PDH CS,12,-6,12,26,10,9,7,5
TLR4-MyD88 BLA,10,8,2,0,3,-2,-2,-12
Diaph inh CS,-1,11,0,8,-5,7,22,-2
Diaph act CS,1,0.9,1,0.9,1,0.9,0.8,1
PMI act satM6P,1.1,1,1.1,1,1.1,1.1,0.9,1.1
Hsp70 act,0.2,-0.2,-0.3,0.2,-0.2,-0.2,0.3,0.2

#9 Cc1ccccc1-n1c(SCC(=O)NC(N)=O)nc2sc(-c3ccccc3)cc2c1=O
#10 Cc1ccc(NC(=O)C(c2ccccc2)N(C)C)cc1Cl (stereo not drawn)
#11 O=C(COC(=O)c1cccs1)NCCN1C(=O)CSC1=O
#12 CC(=O)N1CCN(c2ccc(NC(=O)c3ccc(OCc4ccccc4)cc3)cc2)CC1
#13 COc1ccc(OC)c(/C=C/C(=O)OCC(=O)Nc2cccc(C(C)=O)c2)c1
#14 C=CCN1C(=O)C(Cc2ccc(F)cc2)S/C1=N/N=C/c1ccco1 (stereo not drawn)
#15 COc1ccccc1N1CCN(C(=O)C2CCN(S(=O)(=O)c3ccccc3)CC2)CC1
#16 COC(=O)c1ccc(-c2ccc(C(c3c(C)[nH][nH]c3=O)c3c(C)[nH][nH]c3=O)o2)cc1

screen / no.,9,10,11,12,13,14,15,16
PMI act,0.9,1,1,1.1,1,0.9,1,0.5
L major viab,61*,5,0,1,66*,-1,-5,97*
S1P3 antagonist,5,-10,4,-7,-10,-13,-16,-26
DTT redox prof,-0.5,-0.1,-1.1,-0.4,-0.3,0.1,-2.9,-0.5
RAM network inh,6.3,0.9,0.1,6.0,3.3,4.4,-0.5,-0.9
G6PDH CS,4,8,-4,8,7,-13,-5,24
TLR4-MyD88 BLA,-8,-9,-9,9,-7,11,-1,1
Diaph inh CS,23,-12,8,-16,2,19,8,68*
Diaph act CS,0.8,1.1,0.9,1.2,1,0.8,0.9,0.3
PMI act satM6P,0.9,1.1,1,1.1,1,0.9,1,1
Hsp70 act,-0.6,-0.1,-0.2,-0.3,-0.3,-0.3,0.1,-0.5

#17 COc1cc(C)c(NC(=S)Nc2ccc(C)c(Cl)c2)cc1OC
#18 Cn1c(SCC(=O)N2CCCC2)nc2cccnc21
#19 CCCN1CCCc2cc(CN(CCCN3CCOCC3)C(=O)Nc3ccc(OCC)cc3)ccc21
#20 N#Cc1c2n(c3c(=O)n(Cc4ccc(Cl)cc4)cnc13)CCCCC2
#21 Cc1ccc(S(=O)(=O)N(C)CCCC(=O)Nc2ccc(F)cc2)cc1
#22 O=C(O)c1ccc2c(c1)C(=O)N(c1cccc(S(=O)(=O)Nc3cccc(C(F)(F)F)c3)c1)C2=O
#23 COc1ccccc1OCCn1c(=O)n(C)c2ccccc21
#24 O=C(CC1NCCNC1=O)Nc1cccc([N+](=O)[O-])c1 (stereo not drawn)

screen / no.,17,18,19,20,21,22,23,24
PMI act,0.8,1,1,0.9,1,1,0.9,1
L major viab,15,2,13,4,-6,-11,-2,-6
S1P3 antagonist,1,-5,nt,44,-22,-15,1,-16
DTT redox prof,-0.1,-0.6,0.9,-1.5,-0.8,-2.4,-0.5,-0.7
RAM network inh,0.1,0.1,0.5,2.9,0.4,-0.4,0.6,1.1
G6PDH CS,0,2,0,2,3,6,8,-1
TLR4-MyD88 BLA,-4,0,-10,0,-7,-1,4,2
Diaph inh CS,13,13,-7,14,6,11,1,-1
Diaph act CS,0.9,0.9,1.1,0.9,0.9,0.9,1,1
PMI act satM6P,0.8,1,1,0.9,1.1,1,0.9,1
Hsp70 act,-0.4,-0.3,0.5,-0.2,-0.2,0.0,0.1,-0.3

With a hit mark in RAM network inh (from the list above):
cpd	smiles	PMI act	S1P3 antagonist	DTT redox prof	RAM network inh	TLR4-MyD88 BLA	Diaph inh CS	PMI act satM6P	Hsp70 act
2	O=C(NCCOc1ccc(F)cc1)c1ccccc1SCc1ccccc1	0.9	-10	0.3	9.5*	8	11	1	-0.2

The list continues.
#25 Cc1ccc(N2C(=O)CC(N3CCc4ccccc43)C2=O)cc1Cl (stereo not drawn)
#26 CCCCN(C(=O)c1cccc2c(=O)c(C)c(-c3ccccc3)oc12)c1ccccc1
#27 CCOC(=O)C1=C(N)N2C(=O)C(C)SC2=C(C(=O)OCC)C1c1ccccc1 (stereo not drawn)
#28 Cc1cccc(C(=O)Nc2nnc(COc3ccccc3)s2)c1
#29 O=C(NC(C(=O)N1CCCC1C(=O)O)=C1CCCCC1)c1ccccc1 (stereo not drawn)
#30 Cc1ccc2[nH]c(=O)c(CNC(C)(C)C)cc2c1
#31 Nc1nnc(CSCc2ccc(F)cc2)s1
#32 Cc1nn2c(NCCCN(C)C)c3c(nc2c1-c1ccccc1)CCC3

screen / no.,25,26,27,28,29,30,31,32
PMI act,1,0.9,0.8,1,1,0.9,1,1
L major viab,4,73*,-1,-10,-5,-5,-8,100*
S1P3 antagonist,27,-7,14,-6,-6,-19,nt,nt
DTT redox prof,1.1,0.0,0.8,-0.2,-1.4,0.2,-2.1,0.2
RAM network inh,5.0,16*,0.6,2.0,2.5,-1.0,0.1,2.6
G6PDH CS,1,0,7,11,21,12,-8,5
TLR4-MyD88 BLA,6,-14,4,11,6,6,9,-4
Diaph inh CS,-3,13,22,4,3,7,-1,-1
Diaph act CS,1,0.9,0.8,1,1,0.9,1,1
PMI act satM6P,1,1,0.9,1.1,1.2,0.9,1,1
Hsp70 act,0.0,-0.1,-0.3,0.0,-0.3,0.1,0.1,-0.3

Some of the entries so far, in markdown.
| # | smiles | PMI act | L major viab | S1P3 antagonist | DTT redox prof | RAM network inh | G6PDH CS | TLR4-MyD88 BLA | Diaph inh CS | Diaph act CS | PMI act satM6P | Hsp70 act |
| --- | --- | --- | --- | --- | --- | --- | --- | --- | --- | --- | --- | --- |
| 25 | Cc1ccc(N2C(=O)CC(N3CCc4ccccc43)C2=O)cc1Cl (stereo not drawn) | 1 | 4 | 27 | 1.1 | 5.0 | 1 | 6 | -3 | 1 | 1 | 0.0 |
| 26 | CCCCN(C(=O)c1cccc2c(=O)c(C)c(-c3ccccc3)oc12)c1ccccc1 | 0.9 | 73* | -7 | 0.0 | 16* | 0 | -14 | 13 | 0.9 | 1 | -0.1 |
| 27 | CCOC(=O)C1=C(N)N2C(=O)C(C)SC2=C(C(=O)OCC)C1c1ccccc1 (stereo not drawn) | 0.8 | -1 | 14 | 0.8 | 0.6 | 7 | 4 | 22 | 0.8 | 0.9 | -0.3 |
| 28 | Cc1cccc(C(=O)Nc2nnc(COc3ccccc3)s2)c1 | 1 | -10 | -6 | -0.2 | 2.0 | 11 | 11 | 4 | 1 | 1.1 | 0.0 |
| 29 | O=C(NC(C(=O)N1CCCC1C(=O)O)=C1CCCCC1)c1ccccc1 (stereo not drawn) | 1 | -5 | -6 | -1.4 | 2.5 | 21 | 6 | 3 | 1 | 1.2 | -0.3 |
| 30 | Cc1ccc2[nH]c(=O)c(CNC(C)(C)C)cc2c1 | 0.9 | -5 | -19 | 0.2 | -1.0 | 12 | 6 | 7 | 0.9 | 0.9 | 0.1 |
| 31 | Nc1nnc(CSCc2ccc(F)cc2)s1 | 1 | -8 | nt | -2.1 | 0.1 | -8 | 9 | -1 | 1 | 1 | 0.1 |
| 32 | Cc1nn2c(NCCCN(C)C)c3c(nc2c1-c1ccccc1)CCC3 | 1 | 100* | nt | 0.2 | 2.6 | 5 | -4 | -1 | 1 | 1 | -0.3 |

Source: PubChem BioAssay
